Bioassay records as filed in PubChem.
HSF1 inh: HSF1 inhibition; AID 2098; NIH3T3-HGL HSE-luciferase, MG132-induced, luminescence 8 h; stronger effect = lower value; activity change, negative = inhibition, % at 7.5 µM (by protocol); 0.77% of 300,000 active;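 active means more than half of replicate wells show activity change below -50%, luminescence cut by over half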;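 further: luciferase reports HSF-1 transcriptional activity via heat shock element; 0% = median of DMSO wells and -100% = zero luminescence signal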
Platelet DG rel: platelet dense granule release activity. human platelet-rich plasma, SFLLRN dense granule ATP release, luminescence. inhibition, %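 (compounds screened at 7.5 µM in platelet-rich plasma)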. 0.22% of 300,000 active. AID 1663;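 active means mean replicate score, as percent of positive control, at or above 50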
IEC-6 tox: kills IEC-6 intestinal cells in KLF5 counter-screen. 0.78% of 290,000 active. IEC-6 cytotoxicity, luminescence viability. inhibition, % at 5 µM; in the data active means inhibition above about 22%;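 further: 0% = plate median of test compound wells and 100% = cytotoxic reference compound wells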
Dyrk1A ADPGlo: blocks rat Dyrk1A kinase activity; 0.43% of 310,000 active; inhibition, % at 12.5 µM; ADP-Glo luminescence, NFATc1 peptide; in the data active means inhibition above about 50%;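 further: plate controls were vehicle with enzyme for no effect and no enzyme for full effect; many of its hits are not listed in these tables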
KLF5 inh: kruppel-like factor 5 inhibition | AID 1700 | DLD-1 KLF5 promoter-luciferase reporter, luminescence | inhibition, % at 5 µM | 0.23% of 290,000 active;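 active means inhibition above a per-plate limit of that plate's mean compound inhibition plus 3 SD, cut at about 60% in these data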;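 further: 0% = DMSO wells and 100% = LY294002 at 200 µM; higher means less KLF5 promoter-driven luciferase light; inactives centre near -14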
HSF1 activator: increases HSF-1 driven luciferase reporter signal; NIH3T3-HGL HSF-1 luciferase reporter, MG132, 8 h; 100% = twice DMSO control signal; activation, % at 9 µM; 1.7% of 300,000 active;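 active means mean replicate activation of at least 50% with a set share of replicates each reaching 50%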;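 further: 0% = median of the neutral control wells and 100% = twice that signal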
aSyn 5UTR inh: 5' untranslated region of α-synuclein, MLPCN primary screen; AID 1813; inhibition, % (tested at 7.5 µM); 0.82% of 300,000 active; alpha-synuclein 5'UTR reporter, inhibitor activity; in the data active means inhibition above about 60%;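 further: H4 neuroglioblastoma cells stably carrying SNCA 5'UTR luciferase fusion; 0% = DMSO wells and 100% = positive control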
GSK3 alpha inh: blocks human GSK-3 alpha kinase; P49840; AID 2650; ADP-Glo luminescence, 60 min; 0.1% of 320,000 active; inhibition, % at 10 µM;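 in the data active means inhibition above about 50%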;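 further: GST-tagged GSK-3 alpha with peptide substrate and 25 µM ATP; 0% = DMSO neutral wells and 100% = GW8510 positive control wells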
Target sequence (P49840 whole entry, looked up): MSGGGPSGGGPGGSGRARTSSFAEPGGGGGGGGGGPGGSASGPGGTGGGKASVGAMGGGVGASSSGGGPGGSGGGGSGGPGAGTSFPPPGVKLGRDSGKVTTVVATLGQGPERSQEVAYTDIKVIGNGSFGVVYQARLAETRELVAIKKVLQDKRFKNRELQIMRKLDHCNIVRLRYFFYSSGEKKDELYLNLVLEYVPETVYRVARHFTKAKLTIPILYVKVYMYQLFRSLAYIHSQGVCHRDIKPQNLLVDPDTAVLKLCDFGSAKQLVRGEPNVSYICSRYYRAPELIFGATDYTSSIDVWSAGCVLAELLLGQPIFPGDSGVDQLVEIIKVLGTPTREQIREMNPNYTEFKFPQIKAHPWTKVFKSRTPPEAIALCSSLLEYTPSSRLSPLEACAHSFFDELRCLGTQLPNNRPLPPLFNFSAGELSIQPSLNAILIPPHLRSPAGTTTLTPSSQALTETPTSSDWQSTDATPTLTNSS
GSK3B inh: inhibitors of human GSK3beta kinase; 0.038% of 300,000 active; GST-GSK3beta kinase, ADP-Glo luminescence, 60 min; stronger effect = lower value; activity score (negative = inhibition), % at 10 µM;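 active means more than half of replicate wells score below -50%, meaning over 50% inhibition versus plate controls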;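 further: 0% = median DMSO wells and -100% = median GW8510 positive control wells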
Target sequence (P49841 whole entry, looked up): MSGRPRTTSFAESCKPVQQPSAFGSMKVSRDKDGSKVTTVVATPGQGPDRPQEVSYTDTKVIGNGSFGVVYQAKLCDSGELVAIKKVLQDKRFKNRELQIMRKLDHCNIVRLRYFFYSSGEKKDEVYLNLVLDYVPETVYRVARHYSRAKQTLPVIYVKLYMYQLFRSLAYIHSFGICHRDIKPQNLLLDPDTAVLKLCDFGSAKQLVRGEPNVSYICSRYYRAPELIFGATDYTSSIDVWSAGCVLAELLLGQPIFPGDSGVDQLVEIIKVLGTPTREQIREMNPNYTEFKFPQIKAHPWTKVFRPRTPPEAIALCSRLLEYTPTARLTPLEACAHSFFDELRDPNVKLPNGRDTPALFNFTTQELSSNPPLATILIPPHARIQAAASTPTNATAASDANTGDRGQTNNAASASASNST
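Test system: GST-tagged human GSK3beta kinase, cell-free; evaluation: activity score scaled between in-plate DMSO and GW8510 controls; measured by: ADP-Glo luminescence; incubation: 60 min reaction, RT; benchmarks: DMSO and 20 µM GW8510; reagent: peptide substrate plus 25 µM ATP (final); medium: Tris/MgCl2 kinase buffer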
HSP90 refold inh: inhibitors of HSP90 luciferase refolding in rabbit reticulocyte lysate; 0.91% of 290,000 active; inhibition, % at 5.6 µM; luciferase refolding luminescence, 3 h;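 active means inhibition above the screen-wide mean plus 3 SD, computed separately per campaign, cut at about 16% in these data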;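 further: 0% = DMSO wells and 100% = 60 µM geldanamycin wells; inhibitors lower the luminescence because luciferase stays unfolded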
Numbers without * were called inactive; · = not tested or not shown. Some of the compounds tested. The share of hits here may be higher or lower than overall.

1) COc1cc(CNCc2cccs2)cc(Br)c1OC
2) Cc1ccc(NC(=O)CSc2nnc(NC(=O)CN3CCOCC3)s2)cc1
3) COCc1cc(=O)n2c(-c3ccccc3OC)n[nH]c2n1
4) O=C(CSc1nnc(CNC(=O)C23CC4CC(CC(C4)C2)C3)n1-c1ccccc1)Nc1ccccc1
5) CCNc1c(NS(=O)(=O)c2ccc(Br)s2)c(=O)oc2ccccc12
compound no.	1	2	3	4	5
HSF1 activator	6	2	2	5	12
KLF5 inh	-7	-13	-7	-19	31
HSF1 inh	-11	-3	-12	-2	9
Platelet DG rel	-7	-1	-1	1	1
IEC-6 tox	0	-11	4	-3	2
GSK3B inh	0	-6	-1	6	·
GSK3 alpha inh	1	0	1	2	-1
HSP90 refold inh	-3	-5	4	-4	-2
aSyn 5UTR inh	-4	-12	-37	7	15
Dyrk1A ADPGlo	2	-1	·	-4	0

6) C=CCNC(=O)COc1coc(CN2CCN(C(=O)c3ccco3)CC2)cc1=O
7) CCOC(=O)c1sc(=S)n(CC)c1NC(=O)c1ccccc1
8) O=C1CSC(=Nc2cccc(Cl)c2Cl)N1Cc1cccnc1
9) CC(=O)c1cccc(NC(=O)/C(=C\c2ccco2)NC(=O)c2cccs2)c1
10) COc1ccc(CCN(/C=C2\Sc3ccccc3C2=O)C(C)=O)cc1OC
compound no.	6	7	8	9	10
HSF1 activator	-4	47	9	6	13
KLF5 inh	·	7	-9	-16	5
HSF1 inh	0	5	-3	-7	-3
Platelet DG rel	26	5	-1	8	-1
IEC-6 tox	·	-5	5	0	11
GSK3B inh	-4	-6	-5	3	-1
GSK3 alpha inh	-2	-4	-2	0	3
HSP90 refold inh	·	12	1	0	25*
aSyn 5UTR inh	-2	-2	9	10	-43
Dyrk1A ADPGlo	-3	·	10	4	·

11) COc1ccc(N2CCN(C(c3cccs3)C(C)NS(=O)(=O)c3ccccc3)CC2)cc1 (stereo not drawn)
12) CC(=O)N1CCN(Cc2nc(-c3cccc(Cl)c3)no2)CC1
13) CCOc1cc(/C=C2\SC(=Nc3ccc(F)cc3)N(c3ccc(F)cc3)C2=O)ccc1OCC(=O)O
14) COc1ccc(-n2c(C)cc(C=O)c2C)cc1Cl
15) COc1ccc(N2CCN(S(=O)(=O)c3ccc(OC)c(C(=O)N4CCCCC4)c3)CC2)cc1
compound no.	11	12	13	14	15
HSF1 activator	82*	21	-9	13	18
KLF5 inh	-11	-18	-13	-2	-17
HSF1 inh	41	-6	2	0	0
Platelet DG rel	-10	16	8	1	-10
IEC-6 tox	5	-10	9	-2	9
GSK3B inh	-1	1	1	0	-3
GSK3 alpha inh	-1	-2	-1	-3	0
HSP90 refold inh	6	0	-2	2	-4
aSyn 5UTR inh	-48	-4	16	17	-3
Dyrk1A ADPGlo	4	0	·	2	-2

16) Cc1ccc(N2C(=O)C(Cl)=C(NCc3ccccc3)C2=O)c(C)c1
17) Cc1cc([N+](=O)[O-])cnc1N1CCOCC1
18) COC(=O)c1cc(C(=O)Nc2cc(C)ccn2)cc([N+](=O)[O-])c1
19) COc1cccc(/C=C/C(=O)c2ccc(NS(=O)(=O)c3ccc(C)cc3)cc2)c1
20) NC(=O)c1cc2ccncc2c2ccccc12
compound no.	16	17	18	19	20
HSF1 activator	5	-15	-3	48	-54
KLF5 inh	-29	3	-4	-11	5
HSF1 inh	-2	-3	-6	31	-48
Platelet DG rel	2	-5	0	4	4
IEC-6 tox	-4	-6	-3	3	-6
GSK3B inh	-3	1	3	1	1
GSK3 alpha inh	0	-1	2	0	2
HSP90 refold inh	-8	2	-1	4	-2
aSyn 5UTR inh	14	30	-9	-31	-7
Dyrk1A ADPGlo	-1	-6	-2	-1	49

In a second layout: 2 of the compounds above
18	COC(=O)c1cc(C(=O)Nc2cc(C)ccn2)cc([N+](=O)[O-])c1
  HSF1 activator = -3; KLF5 inh = -4; HSF1 inh = -6; Platelet DG rel = 0; IEC-6 tox = -3; GSK3B inh = 3; GSK3 alpha inh = 2; HSP90 refold inh = -1; aSyn 5UTR inh = -9; Dyrk1A ADPGlo = -2

19	COc1cccc(/C=C/C(=O)c2ccc(NS(=O)(=O)c3ccc(C)cc3)cc2)c1
  HSF1 activator = 48; KLF5 inh = -11; HSF1 inh = 31; Platelet DG rel = 4; IEC-6 tox = 3; GSK3B inh = 1; GSK3 alpha inh = 0; HSP90 refold inh = 4; aSyn 5UTR inh = -31; Dyrk1A ADPGlo = -1

Continued:
21) CN(C)/C=C/C(=O)/C=C/c1ccc(Cl)cc1Cl
22) O=C(NCCN1CCOCC1)c1cccc(Cl)c1
23) Cc1ccc(-c2csc3nc4cc(C(=O)NC5CCC(O)CC5)ccc4c(=O)n23)cc1 (stereo not drawn)
24) COc1ccc(C(=O)CN2C(=O)c3ccccc3S2(=O)=O)cc1Br
25) CCC(C)N(C(=O)c1csnn1)C(C(=O)NCc1ccc(F)cc1)c1ccco1 (stereo not drawn)
compound no.	21	22	23	24	25
HSF1 activator	16	13	3	1	-22
KLF5 inh	1	7	·	-14	-22
HSF1 inh	10	1	-6	-4	-4
Platelet DG rel	1	-9	0	-7	3
IEC-6 tox	2	6	·	-8	-2
GSK3B inh	2	1	2	0	3
GSK3 alpha inh	1	-2	-2	1	0
HSP90 refold inh	4	-1	·	5	-4
aSyn 5UTR inh	-150	-19	6	55	12
Dyrk1A ADPGlo	1	10	-5	6	0

26) COCCNC(=O)C1CCC(Cn2c(=S)[nH]c3ccccc3c2=O)CC1 (stereo not drawn)
27) COc1ccc(CN(C)C(=O)c2[nH]c(C)c(C(C)=O)c2C)cc1F
28) O=C(/C=C/c1cccc([N+](=O)[O-])c1)N1CCN(Cc2ccccc2)CC1
29) O=C(NCCN1CCOCC1)c1ccc(Cl)c(S(=O)(=O)N2CCCCC2)c1
30) O=[N+]([O-])c1cccnc1NCc1cccs1
compound no.	26	27	28	29	30
HSF1 activator	-9	5	25	4	6
KLF5 inh	10	-4	-49	-14	-21
HSF1 inh	4	-4	11	-1	-8
Platelet DG rel	-2	-2	2	-4	0
IEC-6 tox	0	-1	-1	0	1
GSK3B inh	-4	1	0	0	0
GSK3 alpha inh	-1	-2	-2	1	-1
HSP90 refold inh	0	-3	-3	-3	4
aSyn 5UTR inh	22	7	-16	3	22
Dyrk1A ADPGlo	-4	4	-2	-1	0

31) COc1cccc(CN2CC(C(=O)NC3CCCCCC3)CCC2=O)c1 (stereo not drawn)
32) CC(C)C1C(C#N)=C(N)Oc2n[nH]c(-c3ccccc3)c21 (stereo not drawn)
33) O=C(c1ccco1)N(Cc1cccc(Cl)c1)C1CCS(=O)(=O)C1 (stereo not drawn)
34) COCCCNC(=O)Cn1c(=O)n(Cc2ccccc2Cl)c(=O)c2cc(OC)c(OC)cc21
35) Cc1ccccc1NC(=O)Nc1nnc(CC(=O)NCc2ccccc2)s1
compound no.	31	32	33	34	35
HSF1 activator	5	13	-7	5	3
KLF5 inh	-12	-23	0	-15	-11
HSF1 inh	1	-1	-4	1	-7
Platelet DG rel	9	11	0	11	-3
IEC-6 tox	0	5	3	2	-8
GSK3B inh	2	-4	2	4	-2
GSK3 alpha inh	-1	-1	0	-4	-7
HSP90 refold inh	-5	-1	2	-1	0
aSyn 5UTR inh	10	-2	-6	-6	27
Dyrk1A ADPGlo	-5	-5	-4	-6	-1

36) O=C(NC(=O)N1CCN(C(c2ccccc2)c2ccccc2)CC1)c1ccccc1
37) O=C(CCSc1nc(-c2ccco2)cc(C(F)(F)F)n1)NCCc1ccccc1
38) CS(=O)(=O)c1cccc(C(=O)NCc2ccc(F)cc2)c1
39) COc1ccc2c(Cl)c(C(=O)N/N=C/c3ccncc3)sc2c1
40) Cc1ccccc1NC(=S)NCc1ccc(Cl)cc1
compound no.	36	37	38	39	40
HSF1 activator	-14	-4	·	24	21
KLF5 inh	-8	-41	-20	-9	-19
HSF1 inh	-2	-7	·	16	-1
Platelet DG rel	-3	-6	·	11	-7
IEC-6 tox	-4	-3	2	-1	-4
GSK3B inh	1	3	·	0	2
GSK3 alpha inh	2	1	-2	0	-3
HSP90 refold inh	-1	-3	1	-4	0
aSyn 5UTR inh	-10	-11	·	2	4
Dyrk1A ADPGlo	-1	6	0	30	-5

41) Cc1ccc(NC(=O)C2CCN(S(=O)(=O)c3ccc4c(c3)NC(=O)C(C)S4)CC2)c(C)c1 (stereo not drawn)
42) C/C(=N/NC(=O)c1ccc(Cn2cccn2)o1)c1cccc(NC(=O)c2ccncc2)c1
43) O=C(Nc1ccc(Cl)cc1)N1CC=CCC1
44) O=C(Nc1cccc2ccccc12)N1CCOCC1
45) COc1ccc(-c2cccc(C(=O)Nc3ccc(C)cc3)c2)cc1
compound no.	41	42	43	44	45
HSF1 activator	15	-2	30	22	4
KLF5 inh	-21	-21	-82	-7	-31
HSF1 inh	5	-1	2	13	0
Platelet DG rel	-2	2	2	1	5
IEC-6 tox	-5	4	-6	5	-2
GSK3B inh	0	2	0	-4	1
GSK3 alpha inh	-1	·	-1	5	-2
HSP90 refold inh	-3	3	-3	5	-7
aSyn 5UTR inh	33	8	-134	-3	-27
Dyrk1A ADPGlo	-8	18	-7	-3	3

46) COc1ccccc1NC(=O)CC(=O)CSc1nnc(-c2ccc(C)cc2)n1-c1ccccc1
47) COc1ccc(CNC(=O)NC2CCCCC2)cc1
48) Cc1ccc(S(=O)(=O)Nc2ccc(NC(=O)c3cccs3)cc2)cc1
49) Cc1cccc(OCCCC(=O)Nc2ccc(S(N)(=O)=O)cc2)c1C
50) CN1C(=O)NC(c2ccc(O)cc2)C2=C1CN(c1ccccc1)C2=O (stereo not drawn)
compound no.	46	47	48	49	50
HSF1 activator	5	10	-7	-1	13
KLF5 inh	-21	-56	8	7	-28
HSF1 inh	7	9	-8	-2	-3
Platelet DG rel	4	3	-4	9	-1
IEC-6 tox	-3	-3	6	2	-6
GSK3B inh	-23	10	0	5	3
GSK3 alpha inh	-3	-1	0	-3	0
HSP90 refold inh	0	-3	0	8	1
aSyn 5UTR inh	3	-80	12	2	-16
Dyrk1A ADPGlo	7	-7	5	-5	-10

51) Cc1cc(S(=O)(=O)N2CCCc3ccccc32)ccc1-n1cnnn1
52) O=C1CC(Sc2ncccn2)C(=O)N1c1ccccc1 (stereo not drawn)
53) CCNC(=S)NNC(=O)c1cc(C2CC2)nc2ccccc12
54) Cc1cc(C)nc(NC(=O)CSc2ccccn2)n1
compound no.	51	52	53	54
HSF1 activator	-9	18	41	3
KLF5 inh	-4	-40	-23	-8
HSF1 inh	-1	-5	11	-2
Platelet DG rel	-5	-3	-3	4
IEC-6 tox	4	6	-6	3
GSK3B inh	2	-3	1	-3
GSK3 alpha inh	0	-22	-2	-2
HSP90 refold inh	3	4	-4	3
aSyn 5UTR inh	18	-16	1	-10
Dyrk1A ADPGlo	-1	0	-4	4
